# Peg3 prom inh = Peg3 promoter activity inhibition; HeLa PEG-Prom luciferase reporter, luminescence, overnight; inhibition, % at 20 µM; 360,000 tested, 1.7% active; AID 588405;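 active means inhibition of at least 50% at 20 µM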
# HIF-2a block = inhibitors of HIF-2a | 786-0 RCC cells HIF-2a reporter, luciferase luminescence, overnight | inhibition, % at 18.8 µM | 360,000 tested, 0.72% active;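 active means inhibition of the luminescence signal of 40% or more relative to plate controls, in a single-dose primary screen at 18.75 µM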
# NR2E3 ag-1 = NR2E3 (human) agonism | Q9Y5X4 | GST-NR2E3/biotin-RetCOR TR-FRET, 1536-well | inhibition of corepressor binding, % at 4.78 µM | 320,000 tested, 0.12% active | AID 2300;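 active means percent inhibition above the cutoff of mean plus 3 SD of all tested compounds, set per screening campaign, cut at about 20% in these data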;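 further: 0% = DMSO wells and 100% = biotin wells as full block of FRET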
# Target sequence (Q9Y5X4 whole entry, looked up): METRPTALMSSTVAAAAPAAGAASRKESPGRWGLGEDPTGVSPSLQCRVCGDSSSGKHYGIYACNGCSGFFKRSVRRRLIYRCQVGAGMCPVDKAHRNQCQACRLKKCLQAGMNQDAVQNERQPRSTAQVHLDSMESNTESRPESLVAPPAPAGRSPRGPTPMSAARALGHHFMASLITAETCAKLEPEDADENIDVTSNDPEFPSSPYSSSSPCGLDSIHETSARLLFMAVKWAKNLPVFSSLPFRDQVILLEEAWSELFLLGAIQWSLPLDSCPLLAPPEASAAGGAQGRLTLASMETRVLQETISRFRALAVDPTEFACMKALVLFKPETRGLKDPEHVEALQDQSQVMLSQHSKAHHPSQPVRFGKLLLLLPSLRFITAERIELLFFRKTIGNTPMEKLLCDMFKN
#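 Material – GST-tagged NR2E3 plus biotinylated RetCOR corepressor · Quantity – NR2E3 fusion 1.35 nM · Times – 5 h incubation at 4 °C · Medium – pH 7.5 Tris-based buffer · Technique – TR-FRET, Eu(K)-anti-GST donor, streptavidin-D2 acceptor, ex 340, em 617/671 nm · Benchmarks – high control biotin, low control 0.6% DMSO · Format – 1536-well plates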
# TWEAK-Fn14 inh = inhibitors of TWEAK-Fn14 interaction signaling. inhibition, % at 10 µM. TWEAK-stimulated Fn14 reporter cells, luciferase luminescence, 8 h. AID 1159606. 360,000 tested, 2% active; in the data active means inhibition above about 50%
# KKLEB cytotox = reduces viability of KKLEB cystic fibrosis airway cells; KKLEB CF airway cells viability, ATPlite luminescence, overnight; stronger effect = lower value; cells stimulated with P. aeruginosa culture filtrate; activity change (cytotoxicity), % at 5 µM; 360,000 tested, 0.36% active; AID 602141;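 active means corrected activity change at or below -50% at 5 µM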
# TRPM1 prom inh = MITF TRPM1 promoter inhibition in SK-MEL-5 cells; inhibition, % at 12.5 µM; 330,000 tested, 0.83% active; SK-MEL-5 TRPM1 promoter luciferase, 24 h;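 active means mean inhibition across replicates of 60% or more, whatever share of single replicates reaches that level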; further: values of inactives mirror those of a sister screen read the other way
# TRAIL sens C8 = caspase-8 TRAIL sensitization | NB7+C8 cells + TRAIL, ATPlite viability luminescence | inhibition (viability loss, TRAIL sensitization), % at 10 µM | 360,000 tested, 1% active;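 active means compounds causing at least 50% loss of cell viability in the single-dose screen, relative to plate controls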
# Shn3 3UTR inh = reduces Shn3 3'UTR luciferase signal in osteoblasts | Clone20 osteoblast Shn3 3'UTR firefly luciferase, 24 h | inhibition, % at 12.5 µM | 360,000 tested, 0.52% active;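 active means mean inhibition of at least 75% with every replicate also reaching 75%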;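 further: 0% = median of neutral control wells and 100% = pilot-screen positive control compound; some compounds past the cut are filed as inactive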
# CF NFkB block = cystic fibrosis NF-kB activation inhibition | KKLEB NF-kB-GFP reporter, PAF-induced, GFP fluorescence overnight | inhibition, % at 5 µM | 360,000 tested, 0.86% active;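 active means at least 50% inhibition at 5 µM, scaled per plate between neutral and stimulator controls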;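 further: PAF is a Pseudomonas aeruginosa culture filtrate used as stimulus; plate controls were PAF-stimulated DMSO wells for no effect and unstimulated DMSO wells for full effect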
# NR2E3 ag-2 = human photoreceptor-specific nuclear receptor agonism; 360,000 tested, 0.35% active; inhibition of corepressor binding, % at 3.98 µM; AID 602229; Q9Y5X4; CHO-S Gal4-NCOR/VP16-NR2E3 two-hybrid, luciferase;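 active means inhibition above the mean of all tested compounds plus 3 SD, cut at about 70% in these data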;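 further: 0% = DMSO with NR2E3 transfected cells and 100% = cells lacking NR2E3 construct; higher means lower luciferase signal from less NR2E3 corepressor binding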
# TROY NFkB inh = inhibitors of TROY-dependent NF-kB signaling; Q293 LMP1-TROYcd NF-kB luciferase reporter, 4 h; inhibition, % at 10 µM; 360,000 tested, 0.98% active; AID 1347056;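 active means compounds whose plate-normalised and pattern-corrected inhibition of the luciferase reporter signal at the single screening dose is 50% or more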
# Starred values were filed as active, the others as inactive; x = no result given. An excerpt; rates above refer to the full screens.
SMILES,Peg3 prom inh,HIF-2a block,NR2E3 ag-1,TWEAK-Fn14 inh,KKLEB cytotox,TRPM1 prom inh,TRAIL sens C8,Shn3 3UTR inh,CF NFkB block,NR2E3 ag-2,TROY NFkB inh
Cc1nc2ccccc2c2oc(C(=O)Nc3ccc(C(C)C)cc3)cc12,-4,2,-1,6,-9,-7,9,25,13,33,20
O=C(O)c1cn(-c2ccccc2)nc1-c1ccc(F)cc1,4,5,1,-1,-8,-2,5,24,13,-39,-25
Cn1nccc1C(=O)N(CCN1CCCCC1)CC1CCCN(C2CCCC2)C1 (stereo unspecified),-71,-103,2,-37,-4,-51,-8,-29,5,-27,-43
CCN(C(=O)COC(=O)/C=C/c1ccc(F)cc1)C1CCCCC1,-8,4,x,14,14,-1,-9,4,-19,1,-17
Cn1c(Cl)c(C(=O)Nc2ccc(Cl)cc2)c2ccccc21,-82,-147,3,21,-12,4,18,-25,-1,-127,x
O=C(NCCN1CCOCC1)c1ccncc1,14,6,1,-7,2,5,-31,11,-1,-29,-4
CS(=O)(=O)c1ccc(C(=O)NCC2(N3CCOCC3)CCCCC2)cc1,10,8,x,-2,10,-10,7,-8,2,11,0
O=C(CCCc1cccs1)Nc1nc(-c2ccc(F)cc2)cs1,12,-10,0,-10,-14,-7,12,2,17,-35,16
Cn1c(Sc2ccc([N+](=O)[O-])cc2C(F)(F)F)nnc1-c1ccccc1,10,20,4,26,0,-4,-19,-8,-4,-5,17
Cc1ccc2cc3cc(C(=O)NCCCN4CCCCCC4)oc3nc2c1,-22,-49,0,-10,1,4,-5,-4,-4,11,-41
COc1ccc2c(c1)OC[C@H]1[C@H]2N2C(=O)CN(Cc3ccc(Cl)cc3)C(=O)[C@@]2(C)[C@H]1c1ccccc1,1,6,1,-1,4,1,16,29,25,10,15
O=C(O)c1ccc([N+](=O)[O-])c(CS(=O)(=O)c2ccccc2)c1,1,17,-4,14,-3,0,-10,11,-6,-3,2
CC(=O)c1ccc(N2C(=O)[C@@H]3C(C(=O)CCN4C(=O)c5ccccc5C4=O)=NN[C@@H]3C2=O)cc1,-1,11,-2,-1,8,-8,-14,16,2,0,0
O=C(NCc1cccnc1)Nc1ccccc1C(F)(F)F,11,8,3,-1,-9,4,-13,-5,-10,15,19
COC(=O)C(C)Sc1nc2c(c(-c3ccc(OC)cc3)c1C#N)-c1ccccc1C2=O (stereo unspecified),13,11,3,-31,-8,15,6,-26,6,9,-7
COc1ccc(-c2nnc(SCc3cccnc3)o2)cc1,-172,-197,-3,-24,-11,-68,42,-16,1,-63,-81
CC(C)C(c1nnnn1C1CCCC1)N1CCCCC1 (stereo unspecified),13,1,-1,-3,-3,0,8,2,-4,3,3
COc1ccc(C(=O)COC(=O)C(CCSC)NC(=O)COc2ccccc2)c(OC)c1 (stereo unspecified),5,-11,4,-20,14,-1,9,0,-10,-26,-5
COc1cc2c(cc1OC)C(c1ccccc1[N+](=O)[O-])N(C(C)=O)CC2 (stereo unspecified),7,8,-1,-24,-7,10,7,12,-10,-34,-13
O=c1[nH]nc(N/N=C/c2ccc(Cl)cc2Cl)c(=O)[nH]1,-17,17,0,-2,1,23,11,13,-21,8,2
CC1(C)CC(=O)C(C(C2=C(O)CC(C)(C)CC2=O)c2ccc(O)c([N+](=O)[O-])c2)=C(O)C1,14,20,4,-5,14,-8,-8,-4,-2,8,2
O=C(COc1ccc(/C=N/NC(=O)c2cc3ccccc3o2)cc1Cl)Nc1ccccc1,108*,-75,-11,-39,-93*,95*,93*,27,90*,-42,8
Cc1nc(CNC(=O)C2CCC(=O)N(CCc3ccc(Cl)cc3)C2)sc1C (stereo unspecified),22,19,-2,3,16,-10,-9,11,-26,11,5
COc1ccc(S(N)(=O)=O)cc1C(=O)NCC1(N2CCCCC2)CCCCC1,0,14,3,-20,2,-11,0,-14,-12,0,6
Cc1ccc(NC(=O)Cn2ccc(=O)[nH]c2=O)cc1,-8,-24,1,32,4,-13,-5,-24,-2,-16,-9
COc1ccccc1S(=O)(=O)Nc1ccc(S(=O)(=O)Nc2nccs2)cc1,-4,13,1,12,4,-7,14,-7,-3,-41,-8
Cc1ccc(C)n1-c1ccc(C(=O)N2CCC(C(N)=O)CC2)cc1,1,0,x,27,-16,-3,-5,-21,4,26,17
Cc1ccc(C(=O)NC(C)c2ccc(-n3ccnc3)cc2)cc1 (stereo unspecified),-21,-22,-2,-28,0,4,-5,2,-18,8,-23
Cc1cc(C)c(C(N)=O)c(Nc2cccc(Cl)c2)n1,-21,-23,-1,-27,6,-4,-2,-11,-4,-17,-6
Cc1nc2c(sc3nc4c(cc32)COC(C)(C)C4)c(=O)n1Cc1ccccc1,-173,-173,3,19,-6,-60,12,-1,-4,13,-16
CCN(CC)C(=O)Oc1nnc(SC(C)C)n1-c1ccc(Cl)c(Cl)c1,30,15,2,-4,6,2,9,9,10,28,8
O=C(CCN1C(=O)[C@@H]2Cc3ccccc3CN2C1=O)N[C@H](Cc1ccccc1)C(=O)O,-4,14,1,2,22,7,-14,10,-5,-29,-15
Cc1ccc[n+](-c2nc([O-])sc2C=O)c1,0,18,0,17,9,-2,2,12,0,1,-12
O=C(NCC1CCCO1)c1cccc2c1C(=O)c1ccc(N3CCC(Cc4ccccc4)CC3)cc1S2(=O)=O (stereo unspecified),63*,27,x,90*,10,25,16,18,-5,43,56*
CCCn1c(N)c(C(=O)COC(=O)CNC(=O)c2ccc(C)c(C)c2)c(=O)n(C)c1=O,2,-7,4,-2,12,x,-3,10,-14,-39,13
Cc1cccn2c(=O)c(/C=C(\C#N)S(=O)(=O)c3ccccc3)c(N3CCC(C(N)=O)CC3)nc12,21,15,3,-1,-5,11,-6,16,8,4,6
CCc1ccc(C(=O)Nn2cnc3ccccc3c2=O)cc1,-272,-222,1,-7,-6,-42,-4,-103,3,-41,-44
Cc1nc(SCC(=O)Nc2cccc(Cl)c2)n[nH]1,7,0,-3,9,-5,-3,-5,-4,-3,-12,12
CC(C)(C)OC(=O)NCCC(=O)Oc1ccc2ccc(=O)oc2c1,6,2,1,-21,8,2,-3,13,-4,-16,24
N=c1c2c(ncn1Cc1ccco1)Oc1c(ccc3ccccc13)C2c1ccccc1 (stereo unspecified),80*,-51,1,56*,-31,15,-4,9,34,-16,12

# CF NFkB block, what is marked active above
SMILES | Peg3 prom inh | HIF-2a block | NR2E3 ag-1 | TWEAK-Fn14 inh | TRPM1 prom inh | Shn3 3UTR inh | CF NFkB block | NR2E3 ag-2
O=C(COc1ccc(/C=N/NC(=O)c2cc3ccccc3o2)cc1Cl)Nc1ccccc1 | 108* | -75 | -11 | -39 | 95* | 27 | 90* | -42

# (more compounds)
SMILES,Peg3 prom inh,HIF-2a block,NR2E3 ag-1,TWEAK-Fn14 inh,KKLEB cytotox,TRPM1 prom inh,TRAIL sens C8,Shn3 3UTR inh,CF NFkB block,NR2E3 ag-2,TROY NFkB inh
Cc1ccc(F)c(NC(=O)/C(C#N)=C(\O)c2ccc(C(C)(C)C)cc2)c1,-71,-127,4,-46,-1,-22,4,13,16,-36,-41
Cc1nc(NCCc2ccc(F)cc2)c(C#N)c(C)c1[N+](=O)[O-],51*,-7,2,4,12,17,-1,-6,-2,-36,10
COCCn1c(CN2CCc3ccccc3C2)nc2c1c(=O)n(C)c(=O)n2C,8,20,-2,15,-7,-2,9,22,5,-11,10
COc1ccc(N(C)C(=O)c2cn(CC(C)C)c(=O)c3cc(OC)c(OC)cc23)c(OC)c1,1,19,4,-21,-3,-10,-18,-1,-35,-14,-13
O=C(CCN1C(=O)/C(=C/c2ccccc2Cl)SC1=S)NC1=NCCS1,-6,6,1,-31,9,0,-1,-2,-2,-23,-11
Clc1ccc2c(N/N=C/c3cccc(Br)c3)ccnc2c1,76*,-82,0,-60,-17,83*,14,27,-34,-9,-18
O=c1c2ccccc2c(-c2ccc(O)cc2)nn1-c1cccc(C(F)(F)F)c1,30,9,0,22,-14,2,-3,12,22,8,22
O=C(NC1CCCC1)c1cnn2c(C(F)(F)F)cc(-c3ccco3)nc12,24,18,2,-2,-19,-16,30,23,-7,-23,23
COc1ccc(Cn2c(=S)[nH]c3cc(C(=O)N4CCCCC4)ccc3c2=O)cc1,10,-19,4,5,-7,13,3,1,4,-3,1
COc1ccccc1NC(=O)Cn1nc(-c2ccc3c(c2)OCCO3)ccc1=O,3,19,2,3,9,5,-3,15,8,4,10
C/C(=N\NC(=O)C(N)=O)c1cccc([N+](=O)[O-])c1,12,-2,1,-16,2,7,0,1,-20,-30,9
CC(=O)Nc1ccc(CCNC(=O)c2ccc3ccccc3c2O)cc1,-95,-180,x,-30,8,1,9,-7,-13,-11,-45
CCOC(=O)N1CCN(C(=S)Nc2cccc(C)c2C)CC1,21,9,0,-4,2,1,-13,-26,18,3,6
Cc1ccccc1Nc1n[nH]c(C)c1[N+](=O)[O-],-22,-37,-1,8,-3,6,-3,-4,9,-31,-27
CCc1nc2ccc(C(=O)NCCCN3CCCC3=O)cn2c1N(C)C(=O)COc1ccccc1,7,-15,x,2,4,x,5,-29,-6,-5,-2
COc1ccc(-n2cc(-c3ccccc3)[nH]c2=S)c(OC)c1,-21,-88,-2,-3,-9,22,21,-5,4,-21,-57
Cn1cc(CN2CCc3c([nH]c4ccccc34)C2C(C)(C)C)cn1 (stereo unspecified),18,20,3,7,8,21,5,-3,0,-1,-1
O=C(Nc1cccc2ncccc12)C(Cl)(Cl)Cl,16,-18,1,11,-1,5,-5,8,5,-17,6
CCCCn1nnnc1C1(C)CCC(=O)N1Cc1cccc(F)c1 (stereo unspecified),x,2,x,7,x,x,-14,x,x,4,0
O=C(Nc1ccccc1F)C1CC1c1ccccc1 (stereo unspecified),-78,-76,3,-17,18,-35,19,-17,-8,-19,-32
O=C1c2ccccc2CSc2c(O)cccc21,11,18,2,-4,-5,x,7,x,-2,-25,-2
OCCC1CN(Cc2ccccc2O)CCN1CCCc1ccccc1 (stereo unspecified),4,14,2,0,-2,13,0,64,1,25,6
O=C(CSc1nnc(COc2ccc(Cl)cc2Cl)o1)Nc1ccccn1,-4,-4,4,-1,6,-5,11,-17,-7,24,10
O=S(=O)(c1ccc2c(c1)OCCO2)N1CCN(c2ncnc3sccc23)CC1,26,28,-2,23,-10,3,34,89*,6,87*,23
N#Cc1ccc(C(=O)NCCCSc2ccccc2)cc1,-9,-1,2,-19,-5,4,-11,11,-6,-27,19
O=C(CNS(=O)(=O)c1cccs1)Nc1ccc2c(c1)OCCO2,-116,-123,-1,6,3,-3,13,-10,0,-52,-11
CCCS(=O)(=O)NC(=O)C1(C)CCN(C(=O)c2oc3ccccc3c2C)C1 (stereo unspecified),9,18,x,-4,3,x,-2,0,7,9,-14

# Source: PubChem (several laboratories)
